CFTR F508del cor = correctors of CFTR F508del function in bronchial epithelial cells. CFBE cells, YFP halide quenching; stimulated with forskolin plus potentiator P3; % fluorescence drop versus neutral controls. activity (quench increase), % at 7.58 µM. 350,000 tested, 0.36% active;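 active = mean added fluorescence quench of at least 8% versus neutral control, with both replicates also reaching 8%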;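 also: cells transiently co-express mutant CFTR-F508del with the halide-sensitive YFP; corrector assay measuring rescue of mutant channel to the surface after 24 h compound exposure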
C2C12 statin = protects C2C12 myotubes from simvastatin toxicity. ATP luminescence, 48 h; scaled: DMSO 0, geranylgeraniol control 100. rescue of ATP level, % at 7.49 µM. 330,000 tested, 0.78% active;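 active = mean ATP rescue above about 67%, or every replicate alone reaching that limit, limit read from the data, passing the limit was not always enough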;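 also: myotubes were challenged with 10 µM simvastatin during compound exposure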
miR-122 sensor = miR-122 inhibition in Huh7 cells. activation (reporter increase), % at 12.5 µM. Huh7 miR-122 Renilla luciferase sensor, 48 h; neutral wells = 0, positive control = 100. 340,000 tested, 0.3% active;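 active = mean replicate activation score at least 90 and every replicate individually at or above 90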;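 also: higher luciferase means less miR-122 activity so hits act as miR-122 inhibitors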
FN deposit inh = fibronectin deposition inhibition; AH1F fibroblasts, Alexa488-fibronectin deposition fluorescence, overnight; inhibition, % at 12.6 µM; 350,000 tested, 0.086% active;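 active = mean inhibition across replicates of 30% or more, regardless of how many single replicates reach that level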;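 also: positive control wells lacked labelled fibronectin entirely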
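Material: AH1F fibroblast monolayer depositing Alexa488-labelled fibronectin into matrix | Input: 10000 AH1F cells/well | Medium: DMEM plus 2% serum, read in PBS | Reagent: Alexa488-fibronectin, 24 nM final in well | Compound dosing: One dose per compound, pinned | Schedule: 1 h adhesion, overnight exposure | Measured by: Fluorescence at 485 nm excitation, 525 nm emission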
Cneo AK release = Cryptococcus neoformans lysis via adenylate kinase release. C. neoformans lysis, adenylate kinase release luminescence, 4 h; normalised: neutral wells 0, clomiphene wells 100. lysis activity, % at 15 µM. 360,000 tested, 0.2% active. AID 651654;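 active = mean lysis activity across replicates of at least 80%, whatever share of replicates individually reach that level; inactive = mean lysis activity below 80%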
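Test system: log-phase Cryptococcus neoformans yeast cells. Input: 5 × 10^6 yeast cells/mL. Medium: fresh YPD growth medium. Doses: single dose. Incubation: static 4 h at 37 °C with compound, 1 h detection. Measured by: luminescent adenylate kinase detection reagent. Read-out: signal increase indicating cell lysis. Benchmarks: Clomiphene.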
PglD DTNB = blocks C. jejuni PglD acetyltransferase activity. purified PglD enzyme, DTNB colorimetric CoA detection. inhibition, % at 12.5 µM. 360,000 tested, 0.098% active; in the data active = inhibition above about 16%, passing the limit was not always enough; also: strong numbers were not always called active
GSIS activator = primary screen for activators of insulin secretion dependent on glucose, INS-1E cells, GLuc reporter luminescence. INS-1E GLuc reporter insulin secretion, 2-3 h. activation, % at 16.6 µM. 370,000 tested, 0.61% active. AID 743287;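 active = lowest replicate activation of at least 40%, so every replicate reaches that level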;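 also: 0% = median of neutral control wells and 100% = median of IBMX positive control wells; some compounds called inactive have numbers as strong as hits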
PGC1a acetyl inh = modulators of PGC1a acetylation; inhibition, % at 15.6 µM; U2OS PGC1a acetylation, AlphaScreen anti-acetyl-lysine; with virally co-expressed GCN5 acetyltransferase; 350,000 tested, 0.17% active;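 active = every replicate shows inhibition of at least 40%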;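 also: 0% = neutral control wells and 100% = positive control wells; some results beyond the cut were filed as inactive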
Starred values were filed as active, the others as inactive; / = not tested or not shown; & = joins results of further samples; [ ] = remark or other dose.

SMILES	CFTR F508del cor	C2C12 statin	miR-122 sensor	FN deposit inh	Cneo AK release	PglD DTNB	GSIS activator	PGC1a acetyl inh
CCn1c(SCC(=O)NNC(=O)c2ccc(OC)cc2)nnc1-c1cccnc1	-0.8	4	-3	-1	0	-6	7	3
O=C(Cn1c(-c2ccccc2)noc1=O)Nc1ccc(N2CCCCCC2)cc1	/	21	1	9	-2	-2	/	-33
COc1ccccc1Nc1ncnc2c1c(C)c(C)n2CCO	1.4	-8	1	-4	-3	-3	17	-9
CC(C)CNC(=S)NNC(=O)c1ccc2c(c1)OCO2	/	20	-8	0	/	/	9	7
COc1cccc(NC(=O)CSc2nnc(NC(=O)c3ccco3)s2)c1	-0.7	-4	-3	6	1	-12	18	7
COc1ccc(-n2c(-c3ccc(Cl)cc3Cl)n[nH]c2=S)c(OC)c1	2.0	3	22	0	1	5	1	-6
CC(C(=O)NC1C(=O)N2C(C(=O)O)=C(CSc3nnnn3C)CSC12)n1cc(Cl)cn1 (stereo not given)	1.0	/	/	10	/	/	5	16
COc1ccc(NC(=O)C2CCCN2S(=O)(=O)c2ccc3c(c2)CC(C)N3C(C)=O)cc1OC (stereo not given)	0.4	5	3	-9	9	1	101*	-1
Cc1cc(OC(C)C(=O)NCC(O)c2ccccc2)c2c(C)c(C)c(=O)oc2c1 (stereo not given)	0.2	-10	-4	-6	2	-4	28	2
COc1ccc(CSc2nc(C)cc(=O)[nH]2)cc1Br	/	23	1	/	/	/	0	-9
Cc1ccc(S(=O)(=O)Nc2ccc3c(c2)C(=O)N([C@H](C)CO)C[C@H](C)[C@@H](CN(C)S(=O)(=O)c2ccc(Cl)cc2)OCCCC[C@H](C)O3)cc1	-2.9	/	-19[16.7 µM]	-8	-1	5	24	-11
O=c1[nH]cnc2nc3n(c12)CCCCC3	/	2	-4	/	1	-3	/	-10
NC(=O)/C(=C\c1ccco1)NC(=O)c1ccc(Br)o1	/	-14	-3	8	2	2	2	/
CCc1ccc(NCc2nc3ccccc3c(=O)[nH]2)cc1	/	6	-2	4	-1	-5	-2	-3
O=C(NC1CCCCC1)C(c1ccc(F)cc1)N(Cc1ccco1)C(=O)c1csnn1 (stereo not given)	-1.8	5	-1	-10	-2	-1	-2	2
O=C(C[C@H]1CC[C@H]2[C@@H](COC[C@H](O)CN2Cc2ccccc2)O1)N[C@@H]1CCN(Cc2ccccc2)C1	3.3	15	-7[16.7 µM]	0	8	-5	1	-10
N#CC1=C(Nc2ccccc2)SC=C(c2ccc(Cl)c(Cl)c2)N=C1N1CCOCC1	/	/	0	/	3	-2	/	-7
NC(=O)Cn1c(=O)n(CCC(=O)Nc2ccc(F)cc2)c(=O)c2sccc21	-0.5	8	3	-3	0	1	6	-1
O=C(Nc1ccc(OCC(F)(F)C(F)F)cc1)c1ccncc1	-0.9	-12	1	23	0	3	-10	-4
Oc1ccc(N2CCN(Cc3c(-c4ccccc4)nc4ccccn34)CC2)cc1	0.1	23	-2	9	0	-1	-5	/
O=C(Nc1ccc(Oc2ccccc2)cc1)c1ccco1	/	-18	-2	/	-19	8	/	/
CC(=O)c1c(C)[nH]c(C(=O)COC(=O)c2ccc(C)s2)c1C	-1.5	2	-7	-5	3	1	/	-1
O=C(O)C1=C[C@@H](c2ccc3c(c2)OCO3)C[C@@H](OCc2ccc(CO)cc2)O1	-0.2&1.2&-0.2	10	0	7	0&2&0	1&-5&0	0	9&-7
Cc1ccc(C(=O)N(CC(=O)NC2CCCCC2)c2ccccc2F)s1	-3.1	1	4	-2	0	5	-5	-6
COC(=O)c1c(NC(=S)NN2CCOCC2)sc2c1CCCC2	-1.7	-22	10	7	4	-1	-9	6
Cc1ccc(SC(C)C(=O)NCc2ccncc2)cc1 (stereo not given)	-0.3	8	-5	-5	1	0	-4	6
O=C(CN1CCCCCC1)Nc1ccccc1OC(F)F	1.0	12	/	1	-3	-5	-2	/
CC(=O)Nc1ccc(NC(=O)COc2ccc(Cl)cc2Cl)cc1	5.3	-3	-1	3	3	6	-9	/
COc1cccc(CNC(=O)CCCNS(=O)(=O)c2cccs2)c1	/	/	-4	/	-3	-1	/	7
C[C@@H]1CCCCO[C@H](CN(C)C(=O)Nc2ccc3c(c2)OCO3)[C@@H](C)CN([C@H](C)CO)C(=O)c2cc(NC(=O)NC3CCCCC3)ccc2O1	1.7	/	1[16.7 µM]	/	-12	1	3	-3
COc1ccc2nc(NNC(=O)c3cc(=O)c4ccccc4o3)sc2c1	-1.0	4	5	2	0	/	2	7
CCOc1nc(NCCc2ccc(OC)c(OC)c2)nc(NC(C)(C)CO)n1	/	6	-8	1	0	1	/	/
CCOC(=O)N1CCC(NC(=O)Cn2nc(Cc3ccncc3)c3ccccc3c2=O)CC1	-1.8	-6	/	-6	2	-2	-9	/
C[C@@H]1CN([C@H](C)CO)C(=O)c2cccc(NC(=O)C3CCCCC3)c2O[C@H]1CN(C)C(=O)Nc1cccc2ccccc12	1.2	-6	-9[16.7 µM]	/	1	-3	-11	-4
O=C(CCCOc1ccccc1)Nc1ccc(Cl)c(S(=O)(=O)N2CCOCC2)c1	4.2	-13	/	-6	2	0	-33	-13
O=C(C[C@@H]1C[C@H]2c3cc(NC(=O)Nc4ccc(C(F)(F)F)cc4)ccc3O[C@H]2[C@@H](CO)O1)NC1CCCCC1	0.4	2	7[16.7 µM]	/	-1	5	-9	-5
N/C(=N\OC(=O)c1ccc2c(c1)OCO2)c1ccc(Br)cc1	-0.1	2	7	-7	0	-1	17	13
COCC(=O)Nc1ccc2c(c1)[C@H]1C[C@H](CC(=O)N3CCCCC3)O[C@@H](CO)[C@H]1O2	-0.9	0	0[16.7 µM]	7	1	-2	-3	1
Cc1csc(NC(=O)CN2C(=O)c3ccccc3C2=O)c1C(N)=O	-0.3	/	6	4	3	5	-3	1
Cc1cccc(N2CCN(c3ccc4cc(S(=O)(=O)N5CCCCC5)ccc4n3)CC2)c1C	-0.1	5	/	1	5	3	17	5
Cc1ccc(NCCNc2ccc(C)cc2)cc1	/	-4	-3	-34	-2	-13	/	-11
CCN(CC)C(=O)c1sc2nc(-c3ccccc3)ccc2c1N	-0.6	/	/	-9	/	/	-7	-6
Cc1cc(C(=O)O)ccc1-c1ccc(/C=N/n2cnnc2)o1	-0.4	4	2	7	4	-6	-1	1
COC(=O)C1=C(C)NC(C)=C(C(=O)OC)C1c1ccc(N(C)C)cc1	/	-4	-5	4	10	0	/	/
CCCCCC(=O)C(=O)c1ccc(O)cc1O	1.7	0	9	-9	4	-1	12	3

Laid out differently: four of the compounds above.
Every second line gives: CFTR F508del cor, C2C12 statin, miR-122 sensor, FN deposit inh, Cneo AK release, PglD DTNB, GSIS activator, PGC1a acetyl inh
CCN(CC)C(=O)c1sc2nc(-c3ccccc3)ccc2c1N
→ -0.6, /, /, -9, /, /, -7, -6
Cc1cc(C(=O)O)ccc1-c1ccc(/C=N/n2cnnc2)o1
→ -0.4, 4, 2, 7, 4, -6, -1, 1
COC(=O)C1=C(C)NC(C)=C(C(=O)OC)C1c1ccc(N(C)C)cc1
→ /, -4, -5, 4, 10, 0, /, /
CCCCCC(=O)C(=O)c1ccc(O)cc1O
→ 1.7, 0, 9, -9, 4, -1, 12, 3

Further records.
SMILES	CFTR F508del cor	C2C12 statin	miR-122 sensor	FN deposit inh	Cneo AK release	PglD DTNB	GSIS activator	PGC1a acetyl inh
CCCCSc1nc(C)cc(SCC(=O)N/N=C/c2cccc(OC)c2O)n1	/	126*	-3	/	3	-8	-22	16
CCc1nc(Nc2cc(OC)ccc2OC)c2oc3ccccc3c2n1	0.8	-19	2	6	0	-2	-5	-7
COc1ccc(CNC(=O)C2(CC3CC(c4ccccc4)=NO3)CCN(C(=O)C3(C)CC3)CC2)cc1 (stereo not given)	0.4	-4	-2	3	10	0	-11	-6
O=C(C[C@@H]1CC[C@H](NC(=O)CC2CC2)[C@@H](CO)O1)NCc1ccc(Cl)cc1	-1.0	-8	/	/	-6	5	5	-12
C=CCn1c(SCC(=O)Nc2ccc(O)cc2)nc2sc(CC)cc2c1=O	-1.3	12	3	8	0	-4	1	/
CCOC(=O)c1sc2nc(CSc3nc4ccccc4n3CC)[nH]c(=O)c2c1C	/	-25	-11	-3	-5	2	/	-2
C[C@@H]1CN([C@H](C)CO)C(=O)CCCn2nncc2CO[C@@H]1CN(C)C(=O)C1CC1	-0.5&-1.1	6&-12	1	-2&9	0&-4	-2&1	3&-1	0&14
CCCCCOC(=O)C1=C(C)NC(=O)NC1c1ccc(OC)cc1 (stereo not given)	-1.5	-1	-12	3	4	2	/	5
N#C[C@H]1[C@H](c2ccc(-c3cccc(F)c3)cc2)[C@@H](CO)N1c1nc(-c2ccccc2)cs1	-1.6	/	/	-21	/	/	4	-3
CC(C)NC(=O)N(C)C[C@H]1OCCCC[C@@H](C)Oc2ccc(NS(=O)(=O)c3ccc(F)cc3)cc2C(=O)N([C@H](C)CO)C[C@H]1C	2.3	/	-6[16.7 µM]	0	-4	1	-8	-6
COc1ccc(S(=O)(=O)N(CC(=O)N2CCN(c3ccccc3OC)CC2)c2ccccc2)cc1	/	10	-8	/	-1	-5	/	-6
N#CCCn1c2ccccc2c2nc3ccccc3nc21	/	-8	-5	/	2	5	41*	7
Cn1c(C(=O)N2CCOCC2)cnc1Sc1ncc(C(F)(F)F)cc1Cl	/	2	-6	/	2	-7	/	14
CCCn1c(CCC(=O)O)ccc1-c1ccc(OC)cc1	/	-2	1	/	-1	1	/	-4
CCOC(=O)[C@H]1[C@H]2COc3ccc(Cl)cc3[C@@H]2N2C(=O)CN(CC3CCCO3)C(=O)[C@@]12C (stereo not given in full)	1.5	1	/	-5	-1	2	-4	/
COC(=O)C[C@@H]1C[C@@H]2c3cc(NS(=O)(=O)c4cccc(OC)c4)ccc3O[C@@H]2[C@@H](CO)O1	1.0	-11	4[16.7 µM]	/	6	1	-2	-6
C[C@@H]1CN([C@@H](C)CO)C(=O)CCCn2nncc2CO[C@@H]1CN(C)C(=O)c1ccncc1	-0.6&1.6&-0.4	1&-10&-9	-2	1&-13	3&-4&4	1&6&-1	26&3	-5&-10&2
Cc1ccc(NC(=O)NCc2cccnc2)cc1C	-2.5	/	4	/	0	-2	0	3
CC/C(=C\c1ccc(Cl)cc1)c1ccncc1	0.5	7	3	1	2	-2	24	2
Cn1cccc/c1=N\c1cccc[n+]1C	-0.9	/	-6	-7	8	-4	-19	-12
CC(C)(C)C1CCc2c(sc(NC(=O)c3cccs3)c2C(N)=O)C1 (stereo not given)	/	/	52	/	2	-4	45*	1
COCCNC(=O)C(c1ccc(O)cc1)N(Cc1ccco1)C(=O)CCC(=O)Nc1ccccn1 (stereo not given)	-0.4	0	-14	7	-5	-1	12	10
O=C(COc1ccc([N+](=O)[O-])cc1)NNC(=O)c1cccs1	-0.5	21	1	5	-2	3	7	5
CCOc1ccc(NS(=O)(=O)c2ccc3c(c2)N(C(C)=O)CC3)cc1	2.6	/	/	1	/	/	22	-3
CC(=O)N/C(=C/c1ccc([N+](=O)[O-])cc1)C(=O)O	3.6	/	/	-2	/	/	6	-1
CN(NC(=O)NN)c1ncc(C(F)(F)F)cc1Cl	/	13	1	0	-1	-6	/	/
OCC1(Cc2ccccc2F)CCCN(Cc2c(F)ccc(F)c2F)C1 (stereo not given)	-0.6	-6	3	-12	-1	4	/	-14
CC(=O)NCCN1C(=O)C2C3c4ccccc4C(c4ccccc43)C2C1=O (stereo not given)	/	-5	-9	/	-1	4	7	/
